Source: PubChem BioAssay (NCI)
Growth percent in the NCI-60 one-dose screen (48 h, 10 µM unless noted): 100 = growth as untreated, 0 = no growth, -100 = all killed.
SK-MEL-2: SK-MEL-2 melanoma; hit rate 4.7% among 77,000; AID 1794763
UACC-257: UACC-257 melanoma; hit rate 4.4% among 78,000
MALME-3M: MALME-3M melanoma; hit rate 5.8% among 78,000; AID 1794766
HS 578T: HS 578T breast cancer. hit rate 4.1% among 78,000
UACC-62: UACC-62 melanoma | hit rate 5.4% among 81,000 | AID 1794756
BT-549: BT-549 breast cancer; hit rate 4.4% among 78,000
SK-MEL-28: SK-MEL-28 melanoma | hit rate 4.1% among 81,000 | AID 1794761
T-47D: T-47D breast cancer | hit rate 5% among 79,000 | AID 1794792
The depositor's hits bear a star; . = not tested or not shown; & = joins results of further samples; [ ] = remark or other dose. How the source made its calls: active means growth percent below 10; inactive means the rest.

SMILES	SK-MEL-2	UACC-257	MALME-3M	HS 578T	UACC-62	BT-549	SK-MEL-28	T-47D
O=S(O)CNc1ccc(S(=O)(=O)c2ccc(NCS(=O)O)cc2)cc1	109	.	105	100	.	98	114	102
N/C(=N\S(=O)(=O)c1ccccc1)Nc1nc2ccccc2s1	93	93	105	98	77	96	109	76
CC(C)(C)c1ccc(S(=O)(=O)Nc2ccc(NC(=O)C34CC5CC(CC(C5)C3)C4)cc2)cc1	109	103	115	101	76	105	100	93
CS(=O)(=O)c1ccc2c(c1)c1c(n2Cc2ccc(Cl)cc2)CCCC1=O	.	103	91	103	72	83	98	90
COc1ccc(C(=O)Nc2cccc(-c3cc(=O)c4ccccc4o3)c2)cc1	104	109	93	97	78	103	92	49
Nc1ncnc2c1N=C1c3ccccc3CCC1C(c1ccccc1)N2 (centres undefined)	127	103	116	103	85	98	116	87
OC(c1ccccc1)(c1ccccc1)C(F)(F)C(F)(F)C(F)(F)F	92	88	98	114	102	.	101	94
COc1ccc(/C(=C\c2ccc3c(c2)OCO3)C(=O)Nc2nc3ccc(N)cc3s2)cc1OC	98	114	.	102	101	87	111	99
CN(C)c1ccc(CC(N)C(=O)O)cc1 (centres undefined)	103	89	107	94	97	98	103	96
CCOC1OCN(C)CC1(C)C (centres undefined)	102	99	90	105	106	110	104	97
O=S(=O)(c1ccccc1)c1nc(-c2ccccc2)oc1SCc1ccc(F)cc1	83	88	97	89	69	104	110	59
COc1cc(-c2cc(-c3ccc(Cl)cc3)nc3nc(NN)[nH]c(=O)c23)cc(OC)c1OC	94	107	106	95	98	96	107	89
COc1cc(-c2c3c(cn2S(=O)(=O)c2ccccc2)-c2nc(NC(=O)c4ccccc4)sc2CC3)cc(OC)c1OC	91	102	61	98	93	90	110	70
O=[N+]([O-])c1ccccc1-c1ccccc1[N+](=O)[O-]	118	110	111	.	107	98	110	118
COc1cc(/C=C2/SC(=O)NC2=O)cc(OC)c1OC	109	91	80	86	75	82	94	71
CCCN1C(=O)N(CCC)C2C1NN=c1s/c(=C3\C(=O)N(C(C)C)c4ccccc43)c(=O)n12 (centres undefined)	49	54	37	30	31	48	61	28
COc1ccc(Nc2nnc(-c3ccc(F)cc3)o2)cc1	103	103	90	91	97	95	103	93
COc1ccc(-c2cc(-c3ccc(OC)cc3)c3sc(=O)[nH]c3n2)cc1	103	104	109	68	90	93	115	79
FC(F)(F)COCC(F)(F)F	114	99	112	107	108	108	109	103
CC(C)N(Cc1ccccc1)c1c(S)ssc1=S	7.3*	6.0*	-4.8*	6.0*	34	-4.9*	22	18
CCOC(=O)OC1CCCC(OC(=O)OCC)C1 (centres undefined)	105	95	96	.	108	109	106	94
COc1ccc2c(c1)c(-c1nc(-c3cn(C)c4ncccc34)cs1)cn2CCCN1CCCCC1	102	96	81	74	.	80	-78*	64
COc1ccc(N=Nc2ccc(N)nc2N)cc1	.	134	116	120	100	.	130	89
CC1=C(C(=O)Nc2ccccc2)C(c2ccc3c(c2)OCO3)NC(=S)N1 (centres undefined)	106	107	100	105	98	88	112	101
O=C1N/C(=N\c2nnc(-c3ccc(O)cc3)s2)S/C1=C\c1cccnc1	98	100	89	99	103	109	109	112
C/C=C/C(=O)Nc1cccc(Cn2c(=O)[nH]c3ccc(Oc4ncccn4)cc3c2=O)c1	93[13.7 µM]	86[13.7 µM]	100[13.7 µM]	93[13.7 µM]	81[13.7 µM]	97[13.7 µM]	109[13.7 µM]	61[13.7 µM]
O=C(O)CN1C(=O)S/C(=C\C(Cl)=C\c2ccc([N+](=O)[O-])cc2)C1=O	102	95	123	109	99	108	105	94
O=S(=O)(NN=C(c1ccccc1)c1ccccc1)c1ccccc1	110	108	101	96	95	98	110	.
C=CCn1c(SCC(=O)c2ccc(OC)cc2)nnc1-c1ccc(OC)cc1	.	97	96	103	95	96	100	105
COc1ccc(S(=O)(=O)NC2C3c4ccccc4C(c4ccccc43)C2O)cc1OC (centres undefined)	103	111	117	105	93	109	109	102
O=C1Nc2ccccc2C1(O)C1(O)C(=O)Nc2ccccc21 (centres undefined)	113	106	95	94	101	100	115	88
CCCCN(CCCC)S(=O)(=O)c1ccc(C(=O)O)cc1	106	87	104	101	97	122	118	93
NS(=O)(=O)c1ccc(NC(=O)/C(=C\c2ccc(Cl)cc2)NC(=O)c2ccccc2)cc1	102	103	96	101	96	.	110	96
C#C[C@]1(O)CC[C@H]2[C@@H]3CC=C4c5nc(Nc6ncccn6)sc5CC[C@]4(C)[C@H]3CC[C@@]21C	18	-16*	48	1.8*	1.8*	19	-41*	40
NNC(=O)c1cc(=O)[nH]c(=O)[nH]1	119	124	122	109	107	118	120	104
Oc1ccccc1-c1nc2ccccc2[nH]1	112	70	88	106	71	56	95	63
C[C@@H]1O[C@H](/C=C\c2ccc(F)cc2)[C@@H](O)[C@H]1O	100	105	96	103	101	103	103	102
N=C(N)c1ccc(-c2ccc(-c3cccs3)s2)s1	-1.0*	-68*	-74*	-27*	-91*	67	-95*	70
O=C(CCCSCCCC(=O)N/N=C/C=C/c1ccccc1)N/N=C/C=C\c1ccccc1	90	.	79	103	89	98	92	71
CCOC(=O)C1(c2ccccc2)SC(C(=O)OCC)(c2ccccc2)S1 (centres undefined)	104	115	106	102	97	113	110	76
Cc1cc(Cl)c(C)cc1Cl	121	94	129	135	106	107	113	98
CNc1cccc([N+](=O)[O-])c1	107	113	107	98	107	103	103	.
O=C1NCCCn2nc3c(c21)CC(NCc1ccc(Cl)cc1)CC3 (centres undefined)	103	105	104	100	103	95	106	99
O=C1c2cc3c(cc2-c2c1c1ccc(Cl)cc1c(=O)n2CCCN1CCOCC1)OCO3	100	92	85	108	24	60	100	29
NC(=O)CCS(=O)(=O)Cc1ccccc1	.	98	121	109	103	112	110	91
CCC(C)Nc1ccccc1 (centres undefined)	97	97	100	91	89	94	102	90
O=C(CBr)c1c2c(cc3c1CCCC3)CCCC2	50	83	29	98	93	52	106	69
COc1ccc(-c2oc(=O)ccc2-c2cc(OC)c(OC)c(OC)c2)cc1O	40	47	38	-7.8*	21	25	39	45

As a working copy, part of the list above.
SMILES	SK-MEL-2	UACC-257	MALME-3M	HS 578T	UACC-62	BT-549	SK-MEL-28	T-47D
COc1ccc2c(c1)c(-c1nc(-c3cn(C)c4ncccc34)cs1)cn2CCCN1CCCCC1	102	96	81	74	.	80	-78*	64
COc1ccc(N=Nc2ccc(N)nc2N)cc1	.	134	116	120	100	.	130	89
CC1=C(C(=O)Nc2ccccc2)C(c2ccc3c(c2)OCO3)NC(=S)N1 (centres undefined)	106	107	100	105	98	88	112	101
O=C1N/C(=N\c2nnc(-c3ccc(O)cc3)s2)S/C1=C\c1cccnc1	98	100	89	99	103	109	109	112
C/C=C/C(=O)Nc1cccc(Cn2c(=O)[nH]c3ccc(Oc4ncccn4)cc3c2=O)c1	93[13.7 µM]	86[13.7 µM]	100[13.7 µM]	93[13.7 µM]	81[13.7 µM]	97[13.7 µM]	109[13.7 µM]	61[13.7 µM]
O=C(O)CN1C(=O)S/C(=C\C(Cl)=C\c2ccc([N+](=O)[O-])cc2)C1=O	102	95	123	109	99	108	105	94
O=S(=O)(NN=C(c1ccccc1)c1ccccc1)c1ccccc1	110	108	101	96	95	98	110	.
C=CCn1c(SCC(=O)c2ccc(OC)cc2)nnc1-c1ccc(OC)cc1	.	97	96	103	95	96	100	105
COc1ccc(S(=O)(=O)NC2C3c4ccccc4C(c4ccccc43)C2O)cc1OC (centres undefined)	103	111	117	105	93	109	109	102
O=C1Nc2ccccc2C1(O)C1(O)C(=O)Nc2ccccc21 (centres undefined)	113	106	95	94	101	100	115	88
CCCCN(CCCC)S(=O)(=O)c1ccc(C(=O)O)cc1	106	87	104	101	97	122	118	93
NS(=O)(=O)c1ccc(NC(=O)/C(=C\c2ccc(Cl)cc2)NC(=O)c2ccccc2)cc1	102	103	96	101	96	.	110	96
C#C[C@]1(O)CC[C@H]2[C@@H]3CC=C4c5nc(Nc6ncccn6)sc5CC[C@]4(C)[C@H]3CC[C@@]21C	18	-16*	48	1.8*	1.8*	19	-41*	40
NNC(=O)c1cc(=O)[nH]c(=O)[nH]1	119	124	122	109	107	118	120	104
Oc1ccccc1-c1nc2ccccc2[nH]1	112	70	88	106	71	56	95	63
C[C@@H]1O[C@H](/C=C\c2ccc(F)cc2)[C@@H](O)[C@H]1O	100	105	96	103	101	103	103	102
N=C(N)c1ccc(-c2ccc(-c3cccs3)s2)s1	-1.0*	-68*	-74*	-27*	-91*	67	-95*	70
O=C(CCCSCCCC(=O)N/N=C/C=C/c1ccccc1)N/N=C/C=C\c1ccccc1	90	.	79	103	89	98	92	71
CCOC(=O)C1(c2ccccc2)SC(C(=O)OCC)(c2ccccc2)S1 (centres undefined)	104	115	106	102	97	113	110	76
Cc1cc(Cl)c(C)cc1Cl	121	94	129	135	106	107	113	98
CNc1cccc([N+](=O)[O-])c1	107	113	107	98	107	103	103	.
O=C1NCCCn2nc3c(c21)CC(NCc1ccc(Cl)cc1)CC3 (centres undefined)	103	105	104	100	103	95	106	99
O=C1c2cc3c(cc2-c2c1c1ccc(Cl)cc1c(=O)n2CCCN1CCOCC1)OCO3	100	92	85	108	24	60	100	29
NC(=O)CCS(=O)(=O)Cc1ccccc1	.	98	121	109	103	112	110	91
CCC(C)Nc1ccccc1 (centres undefined)	97	97	100	91	89	94	102	90

Further results:
SMILES	SK-MEL-2	UACC-257	MALME-3M	HS 578T	UACC-62	BT-549	SK-MEL-28	T-47D
O=[N+]([O-])c1ccc(OCCCCBr)c(Cl)c1	95	102	115	88	87	96	107	98
CC(C)(CO)N(CCO)CCO	100	116	105	113	101	101	103	112
COC(=O)CNC(=O)[C@H](CCSC)NC(=O)[C@H](Cc1ccccc1)NC(=O)[C@@H]1CCCN1C(=O)OC(C)(C)C	119	98	101	102	98	115	100	94
N#CCc1c[nH]c2ccc([N+](=O)[O-])cc12	112	106	114	113	106	112	114	101
CCOc1ccc(-c2cn[nH]c2N)cc1OCC	108	112	105	106	108	100	127	102
CCc1nc2cc(F)c(/C=C/C(=O)NO)cc2c(=O)n1CCc1ccccc1	10.0*	.	.	43	-22*	29	19	2.3*
O=C(Nc1ccc2ccccc2c1)c1cccc(F)c1	111	121	119	139	91	104	126	84
Nc1cc(=O)n(Cc2ccccc2)c(=O)n1Cc1ccccc1	111	108	134	121	92	104	107	.
N#CC1=C(O)/C(=C\C=C\c2ccccc2)N(C(=O)c2ccccc2)C1=N	108	105	88	82	91	95	108	.
O=c1c2cc(F)ccc2sc2c(NCCNc3ccccn3)nc3ccccc3c12	101	106	106	105	96	118	117	78
Cc1cccc(/C=C/c2c(C(=O)/C=C/c3ccccc3)c(C)nc3ccccc23)c1	-61*	-31*	-79*	19	-67*	2.2*	-62*	-4.5*
Cc1cccc(NC=O)c1C	112	108	105	109	100	107	119	96
CCCCCCCCCCCCNC(=S)N/N=C/c1ccccc1O	81	98	99	92	78	108	93	42
COc1cc(-c2nn(-c3ccc(NC(=O)c4ccc(Cl)c(Cl)c4)cc3)cc2-c2ccncc2)ccc1Cl	.	110	111	-24*	64	.	68	65
Cc1cccc(Nc2ncnc3c2cnn3-c2cccc(Br)c2)c1	110	108	102	105	88	98	103	.
CC(C)C[C@H](CC(N)=O)CC(=O)N[C@@H](CC(=O)N1CCn2c(nnc2C(F)(F)F)C1)Cc1cc(F)c(F)cc1F	100	87	98	100	95	87	103	77
CC1Nc2cccc3cccc(c23)NC1=O (centres undefined)	101	117	.	112	82	.	127	94
CCOC(=O)c1cnc2ccccc2c1Cl	109	109	126	93	95	112	103	102
C/C(=N\N1CC(=O)NC1=O)c1ccc([N+](=O)[O-])o1	106	82	114	108	83	100	117	102
C=C(C)C1CCC(=C)C2CCC3(C)OC12/C=C(/COC(C)=O)CCC3O (centres undefined)	85	38	137	177	94	79	156	112
C/C(=N\O)c1ccccn1	95	86	108	96	.	.	110	.
CCn1cc(C(=O)NNC(=S)Nc2ccc(OC)cc2)c(=O)c2ccc(C)nc21	98	93	101	93	89	93	100	93
CCOC(=O)c1ccc2nc(C(F)(F)F)c(C(=O)c3cccs3)nc2c1	139	105	103	107	101	107	109	102
O=C(N=c1n(-c2ccccc2)nc2n1CCN2C1=NCCN1)c1ccc(Cl)cc1	106	102	91	93	64	101	81	84
Cc1cc([N+](=O)[O-])c(Cl)cc1N	139	95	135	79	87	100	111	111
COc1cc(-c2c[nH]cc2-c2ccccc2)cc(OC)c1OC	95	101	85	78	73	95	96	71
COc1ccc2c(c1)sc1nc(-c3ccccc3)c(-c3cc(OC)c(OC)c(OC)c3)n12	79	87	.	92	80	92	97	81
O=C(CC(c1ccccc1)c1ccccc1)c1ccccc1	87&95	102&72&93	157&102&97	85&101&94	79&91	109	103&113&113	76&73
c1cnn([B-]2(n3cccn3)n3ccc[n+]3[B-](n3cccn3)(n3cccn3)n3ccc[n+]32)c1	103	101	93	121	95	106	109	97
CCCCCCCCOC(=O)c1ccc(O)c(OC)c1	98	87	100	98	92	102	105	83
CC(=O)c1ccc2[nH]c(C)cc(=O)c2c1	95	95	101	111	113	96	106	93
CCOC(=O)C#Cc1c(C(=O)OCC)nnn1Cc1ccc([N+](=O)[O-])cc1	109	42	54	91	76	80	87	24
